sEH inhibitor: soluble epoxide hydrolase (human) inhibition; P34913; AID 707; recombinant human sEH enzymatic activity assay; inhibition, % at 2 µM; actives 0.34% (n = 91,000); in the data active means inhibition above about 80%; further: values of inactives mirror those of a sister screen read the other way; many of its hits are not listed in these tables
S1P2 blocker: blocks the human S1P2 receptor. O95136. cell-based S1P2 antagonist assay, inhibition at 5 uM. inhibition, % at 5 µM. actives 0.21% (n = 97,000); in the data active means inhibition above about 45%;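 further: CRE beta-lactamase reporter cells expressing human S1P2 stimulated with S1P; 0% = agonist at EC80 alone and 100% = agonist plus reference antagonist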
Target sequence (O95136 whole entry, looked up): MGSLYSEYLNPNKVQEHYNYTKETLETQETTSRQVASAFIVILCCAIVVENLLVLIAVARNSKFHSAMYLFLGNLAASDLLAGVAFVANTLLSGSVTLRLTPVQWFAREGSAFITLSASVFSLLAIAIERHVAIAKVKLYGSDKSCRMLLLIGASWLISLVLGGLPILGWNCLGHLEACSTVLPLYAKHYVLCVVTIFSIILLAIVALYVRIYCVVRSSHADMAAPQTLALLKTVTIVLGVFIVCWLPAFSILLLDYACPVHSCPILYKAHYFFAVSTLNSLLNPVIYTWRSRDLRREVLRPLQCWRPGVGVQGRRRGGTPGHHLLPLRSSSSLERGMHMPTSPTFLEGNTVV
sEH act: soluble epoxide hydrolase (human) activation; purified human sEH enzymatic activity, activator screen; actives 0.04% (n = 91,000); activation, % at 2 µM; P34913; in the data active means activation above about 37%; further: values of inactives mirror those of a sister screen read the other way
S1P2 agonist: S1P2 (human) receptor agonism; O95136; S1P2-expressing cell line, agonist reporter read-out; activation, % at 4.5 µM; actives 0.46% (n = 97,000); AID 729; in the data active means activation above about 16%;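 further: 0% = vehicle low control and 100% = maximal reference agonist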
CYP2C19 act: cytochrome P450 2C19 (human) activation | 96,000 tested, under 10 active | activation factor at 5 µM | P33261 | recombinant CYP2C19, luciferin-H EGE luminescence; active compounds read high; 0 = fully inhibited enzyme, 1 = untreated enzyme | AID 1025;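 active means activation factor of at least 2 at 5 µM in the primary screen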;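 further: 0 = wells with 2.5 mM tranylcypromine and 1 = vehicle-only wells; values of inactives mirror those of a sister screen read the other way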
hDAT+cocaine: human DAT dopamine uptake with cocaine, either direction; Q01959; LLC-PK1 hDAT cells, [14C]-dopamine uptake with cocaine IC80; actives deviate in either direction; B-score at 10 µM; actives 1.3% (n = 110,000); AID 449768;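 active means Z score or B-score, a plate-position-corrected score, falls beyond the plate's 99.7% confidence bounds, in either direction; inactive means both scores lie inside the 99.7% bounds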;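 further: scored against the spread of the other compound wells on the same plate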
Target sequence (Q01959 whole entry, looked up): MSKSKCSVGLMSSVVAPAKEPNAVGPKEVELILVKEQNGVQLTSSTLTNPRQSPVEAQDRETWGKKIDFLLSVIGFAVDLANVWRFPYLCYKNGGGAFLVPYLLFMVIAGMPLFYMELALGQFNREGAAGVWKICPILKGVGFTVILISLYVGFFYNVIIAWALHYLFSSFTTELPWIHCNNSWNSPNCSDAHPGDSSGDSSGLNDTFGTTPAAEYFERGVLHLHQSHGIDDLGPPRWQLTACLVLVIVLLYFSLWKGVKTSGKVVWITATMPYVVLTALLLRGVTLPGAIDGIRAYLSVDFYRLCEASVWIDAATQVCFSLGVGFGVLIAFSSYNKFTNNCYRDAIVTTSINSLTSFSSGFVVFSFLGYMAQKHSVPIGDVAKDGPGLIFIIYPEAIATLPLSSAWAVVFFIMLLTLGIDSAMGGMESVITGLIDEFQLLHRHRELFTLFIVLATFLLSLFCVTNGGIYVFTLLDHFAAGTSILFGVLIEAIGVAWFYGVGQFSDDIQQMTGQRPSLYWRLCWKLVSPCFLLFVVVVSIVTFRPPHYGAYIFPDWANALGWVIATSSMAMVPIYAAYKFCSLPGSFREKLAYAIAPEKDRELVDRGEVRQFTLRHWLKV
PostGolgi ctrl: growth of the yeast control strain, post-Golgi counter-screen. actives 5% (n = 98,000). efflux-deficient yeast background strain, growth absorbance A615, 16 h. AID 738. inhibition, % at 10 µM
CYP2C19 inh: blocks human cytochrome P450 2C19; P33261; CYP2C19 Supersomes, luciferin-H EGE luminescence, 30 min; inhibition, % at 5 µM; actives 21% (n = 96,000); AID 778;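 active means CYP2C19 inhibition above a set limit at 5 µM in the primary screen, cut at about 50% in these data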;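 further: plate controls were negative control wells for no effect and 2.5 mM tranylcypromine positive control for full effect; values of inactives mirror those of a sister screen read the other way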
PostGolgi yeast: growth inhibition of a yeast mutant, post-Golgi transport screen; post-Golgi transport phenotypic cell assay; inhibition, % at 10 µM; AID 739; actives 0.9% (n = 98,000);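 further: yeast cells grown in 1536-well plates; yeast grown about 18 h at 30C before absorbance read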
* = called active by the depositor; / = no result given. Unless noted, no stated cut-off is given here; in the data, active means inhibition above about 30%; inactive means the rest.

Order of results – sEH inhibitor	S1P2 blocker	sEH act	S1P2 agonist	CYP2C19 act	hDAT+cocaine	PostGolgi ctrl	CYP2C19 inh	PostGolgi yeast
- COc1ccc(C(=O)NCc2nnc(SCC(=O)N3CCC(C)CC3)o2)cc1OC
 : 8	-7	-7	-4	0.8	-0.29	3	19	5
- O=C(CCC1CCCCC1)Nc1c2c(nn1-c1ccc(F)cc1)CS(=O)C2 (centres undefined)
 : -6	29	6	-5	0	-1.7	20	98*	-4
- CCOC(=O)c1nnn(-c2nonc2N)c1-c1cccc2ccccc12
 : 3	-13	-1	-8	0	0.45	14	98*	-1
- COc1cccc(CNC(=O)Cn2cc3c(n2)CCCCC3)c1
 : 1	/	3	/	0.1	-0.1	11	92*	-3
- O=C(CCS(=O)(=O)c1cccc2nsnc12)NCc1ccccc1Cl
 : 7	4	-4	-5	0.7	-0.29	10	35	2
- CCOc1cc(NC(=S)NCC2CCCO2)c(OCC)cc1NC(=O)c1cccc(C)c1 (centres undefined)
 : 10	-5	-10	0	/	-2.3	1	/	0
- Cn1c(=O)[nH]c(=O)c2c1nc(N1CCCCC1)n2CCOc1ccccc1
 : -7	-5	6	-2	0.7	0.19	15	30	1
- CCN1C(=O)CC(Sc2ccccc2N)C1=O (centres undefined)
 : -2	-19	0	-5	0.5	-0.32	7	54*	-9
- CCCCCOCC1CC(C/C(C)=N/Nc2nc(-c3ccccc3)cs2)C(=O)O1 (centres undefined)
 : 3	9	-1	-4	0.7	1.2	13	28	-1
- COCCN(C(=O)c1ccccc1)c1nnc(-c2cccnc2)s1
 : -10	-12	8	-6	1	-0.038	-1	-1	0
- Cc1csc(NC(=O)CSc2nnc(Cn3c(=O)sc4ccccc43)n2-c2ccccc2)n1
 : 9	-11	-10	-9	1.1	0.76	-3	-12	10
- CCOc1nc(-c2ccc(OC)cc2)ccc1-c1noc(C)n1
 : 4	-22	1	0	0.8	1.1	6	21	3
- CCCCCCNC(=O)C(C#N)c1nc2ccccc2nc1N1CCOCC1 (centres undefined)
 : -11	-12	9	-4	0.7	0.29	-4	34	4
- CCCn1c(CCc2ccccc2)nnc1SCC(=O)N1CCCC1
 : 5	5	-7	-9	0.7	0.73	-11	26	-2
- Cc1ccc(CN(C(=O)CNC(=O)c2cccs2)C(C(=O)NCC2CCCO2)c2ccccc2)cc1 (centres undefined)
 : 10	10	-8	-10	0.9	0.09	19	14	-3
- C=C1C(C(=O)N2CCN(C)CC2)C1C(=O)N1CCN(C)CC1 (centres undefined)
 : 18	18	-15	-4	0.9	-1.1	21	12	12
- CCn1c(C(=O)N2CCCC(C(=O)NCCc3ccc(C)cc3)C2)cc2sccc21 (centres undefined)
 : 71	8	-70	-2	0.8	-0.29	-1	25	-9
- COc1ccc(OCCc2nnc(N)s2)cc1
 : 5	9	-6	-7	1	-0.054	12	0	2
- CC1=NN(C(=O)c2ccc(C)cc2)C(O)(C(F)(F)OC(F)(F)F)C1 (centres undefined)
 : -10	5	8	-6	0.8	-0.5	0	20	-11
- O=C(NCCc1ccccc1)C1(c2ccccc2)CC1(Cl)Cl (centres undefined)
 : -18	9	15	-5	0.8	-1.2	39*	19	5
- CC1CCN(CCCNC(=O)C2CCC(=O)N2C2CCCC2)CC1 (centres undefined)
 : -3	7	2	-1	1.2	0.02	14	-15	9
- S=C(Nc1ccc2c(c1)OCO2)NC1CCN(Cc2ccccc2)CC1
 : -4	5	4	-6	0.8	-0.86	11	18	-3
- NC1=NC2(CCCCC2)N(c2cccc(Cl)c2)C(N)=N1
 : -7	3	6	-5	1.1	-0.62	-1	-9	-2
- COc1ccc(CC(C)N2CCN(Cc3ccccc3)CC2)c(OC)c1 (centres undefined)
 : -9	9	10	-1	1.1	0.11	2	-6	8
- CCOC(=O)CSc1nnc(CNC(=O)Cc2ccccc2)n1C
 : 1	-14	-3	-1	1.1	-0.17	-5	-12	-2
- Cc1ccc(CNc2oc(-c3cccs3)nc2C#N)cc1
 : 10	-14	-8	-4	0.9	0.27	-1	15	-1
- CCNc1nc(NC(C)C)nc(N(C#N)C(C)C(=O)N(C)C)n1 (centres undefined)
 : 7	-33	-4	-1	/	0.023	8	/	-12
- N#Cc1ccc(Oc2ccc(C(N)=O)cc2)cc1C#N
 : -5	-17	7	-6	0.9	0.72	-9	10	-2
- O=C(Nc1ccc(F)c(Cl)c1)c1ccc2c(=O)n3c(nc2c1)CCCCC3
 : 32	-12	-32	-3	1	1	13	3	-4
- COc1cccc(-c2nn3c(-c4cccc(C)c4)nnc3s2)c1
 : /	/	/	/	0.1	0.53	44*	89*	1
- Cc1cc(C)n(-c2nc3c(c(=O)n(C)c(=O)n3C)n2C)n1
 : /	/	/	/	1.1	0.036	12	-11	4
- COc1ccc(S(=O)(=O)NCc2ccccn2)cc1
 : 11	-8	-12	-1	0.7	-0.28	-6	32	-6
- CCC(C)NC(=O)CN(c1ccc2c(c1)OCO2)S(=O)(=O)c1c(C)n[nH]c1C (centres undefined)
 : /	9	/	-6	0.2	-0.74	-5	76*	4
- CCOC(=O)C1CCCN(C(=O)c2sc3nc(-c4ccccc4)cn3c2C)C1 (centres undefined)
 : -2	6	5	-4	0.4	0.39	/	59*	/
- O=C(O)CCc1nc2cccnc2n1Cc1ccccc1
 : -8	10	5	-7	1	1.2	8	-2	0
- O=C(OCN1C(=O)c2ccccc2C1=O)C1CCCCC1
 : /	4	/	-6	1	0.1	-4	4	-4
- Cc1ccc(NC(=O)N2CCC(C(=O)NCc3ccccc3)CC2)cc1
 : 6	20	-8	-1	/	0.59	-1	/	-5
- Cc1ccnc(NC(=O)Nc2cccc(F)c2)c1
 : 17	8	-18	-6	0.7	0.15	12	33	12
- CC(C)(C)NC(=O)NC(=O)COC(=O)c1cc(=O)[nH]c2ccccc12
 : 9	-17	-7	0	0.8	0.67	8	15	-24
- COc1ccc(OC)c(Nc2nc(-c3sc(C)nc3C)cs2)c1
 : 2	2	-2	0	0.1	/	48*	85*	0
- CCOC(=O)CN1C(=O)NC2NC(=O)NC21 (centres undefined)
 : 8	-2	-9	-3	1.2	-0.38	10	-22	-6
- CCCS(=O)(=O)NCCc1cc2ccc(OC)cc2[nH]c1=O
 : /	/	/	/	1.1	-0.25	0	-7	1
- CCOC(=O)c1[nH]c(C)c(/C(O)=C2\C(=O)C(=O)N(CCCN(C)C)C2c2ccncc2)c1C (centres undefined)
 : 2	6	-1	-6	1.1	/	-2	-7	4
- CCOC(=O)C1CCN(S(=O)(=O)c2ccc(Cl)cc2OC)CC1
 : 5	5	-6	-6	0.2	0.29	9	84*	-4
- c1ccc(Cn2c(CNc3nc4ccccc4n3CCN3CCOCC3)nc3ccccc32)cc1
 : 6	-9	-7	10	0.1	0.93	8	90*	5
- CCOc1cc(NC(=S)NCC2CCCO2)c(OCC)cc1NC(=O)c1ccccc1 (centres undefined)
 : -5	-9	9	-1	0.8	-0.29	-3	16	19
- CC(=O)Nc1nonc1-c1nc2ccccc2n1CCC(C)C
 : 1	-3	-3	-1	0.9	/	30	11	4
- CCN1C(=O)NC(c2cccnc2)C(C(=O)OC)=C1C (centres undefined)
 : /	18	/	-7	1	-0.61	9	0	2
- COc1ccc(N2C(=O)CC(NCc3cccs3)C2=O)cc1 (centres undefined)
 : -2	1	2	-1	0.9	0.73	5	7	2
- O=C(CSc1nnc(Cc2ccccc2)o1)Nc1ccc(Br)cn1
 : -13	-16	10	-1	0.7	-0.17	11	33	-9
- CNC(=O)c1cc2cccc(OC)c2oc1=O
 : 4	-22	-2	-2	/	0.88	5	/	1
- Cc1cc(=O)n2ccccc2c1C#N
 : 11	-11	-11	2	1.1	1.8	-1	-8	-6
- Cc1ccc(Cn2ncc3c(N4CCN(Cc5ccc(Cl)cc5)CC4)ncnc32)cc1
 : 3	-5	1	-11	0.9	/	17	9	-8
- O=C(c1cccc(C(=O)N2CCN(c3ccc(F)cc3)CC2)c1)N1CCN(c2ccc(F)cc2)CC1
 : /	/	/	/	0.2	0.45	2	82*	-9
- N=C1SCC(=O)N1c1nc(-c2ccccc2)cs1
 : 10	12	-9	-9	1.1	0.75	25	-12	1
- Cc1ccc(C(C(=O)NC2CCCC2)N(Cc2cccs2)C(=O)c2csnn2)o1 (centres undefined)
 : -3	3	9	-5	/	-0.036	/	/	/
- CCc1cc(C(=O)OC)c(NC(=O)CC2NCCNC2=O)s1 (centres undefined)
 : 11	-12	-9	-5	1	-0.16	2	-2	0
- c1ccc(NCCCNc2ccccc2)cc1
 : 5	-12	0	-2	0	-0.46	23	98*	-8
- O=c1c2cnn(-c3ccccc3)c2nnn1Cc1ccccn1
 : 1	-4	1	-10	0.7	2.7*	23	31	-7
- O=C(NC1CC1)c1sccc1-n1cccc1
 : 12	1	-12	-11	0.8	-0.64	5	15	-7

3 entries out of the list above, sorted by the number in CYP2C19 act, low to high.
| SMILES | sEH inhibitor | S1P2 blocker | sEH act | S1P2 agonist | CYP2C19 act | hDAT+cocaine | CYP2C19 inh |
| --- | --- | --- | --- | --- | --- | --- | --- |
| CCN1C(=O)CC(Sc2ccccc2N)C1=O (centres undefined) | -2 | -19 | 0 | -5 | 0.5 | -0.32 | 54* |
| Cc1ccc(Cn2ncc3c(N4CCN(Cc5ccc(Cl)cc5)CC4)ncnc32)cc1 | 3 | -5 | 1 | -11 | 0.9 | / | 9 |
| NC1=NC2(CCCCC2)N(c2cccc(Cl)c2)C(N)=N1 | -7 | 3 | 6 | -5 | 1.1 | -0.62 | -9 |

(further entries)
Order of results – sEH inhibitor	S1P2 blocker	sEH act	S1P2 agonist	CYP2C19 act	hDAT+cocaine	PostGolgi ctrl	CYP2C19 inh	PostGolgi yeast
- Cc1cc(NC(=O)Cn2nc(-c3ccccc3F)ccc2=O)ccc1-n1cnnn1
 : 27	14	-28	-4	1	-0.0015	5	-3	8
- CCOC(=O)c1cn2c3c(c(F)c(F)cc3c1=O)SC(N1CCOCC1)=N2
 : -7	-5	10	1	/	/	/	/	/
- COc1ccc2nc(C(F)(F)C(F)(F)F)c(C#N)c(N)c2c1
 : -13	-13	15	-7	1	0.21	19	2	2
- COc1ccc(F)cc1S(=O)(=O)NC1CC(C)(C)NC(C)(C)C1
 : -2	-4	4	-6	1	-1.5	0	1	-1
- CCOC(=O)c1[nH]c2cc(OC)c(OC)cc2c1NC(=O)CN(C)C1CCCCC1
 : -4	-11	4	-2	0.8	2.2	28	17	8
- COCCNC(=S)c1ccc(OC)cc1
 : 8	-3	-8	-2	0.8	-0.64	15	18	2
- N#Cc1c(-c2ccccc2)ccnc1Oc1ccccc1
 : -15	8	13	-6	0.5	0.56	8	53*	-6
- O=C(Nc1ccccc1)c1ccc(OC(=O)c2cc3ccccc3o2)cc1
 : -12	8	14	-9	0.7	0.01	4	27	-3
- CC(=O)NC(Cc1ccccc1)C(=O)N1CCN(C(=O)c2cccs2)CC1 (centres undefined)
 : 8	0	-6	-8	1	0.17	-2	-4	0
- Cc1cc(C)nc(N2CCC(C(=O)Nc3ccc4c(c3)CCC4)CC2)n1
 : 45	-9	-44	-4	1	0.087	10	3	-3
- COc1ccccc1-n1nnnc1S(=O)(=O)Cc1ccc(Cl)cc1
 : /	/	/	/	0.4	/	32*	58*	2
- COC(=O)c1cc(CSc2nnc(NC3CCCCC3)s2)oc1C
 : 10	10	-12	-4	0.5	0.1	17	45	16
- CCOc1ccc(-c2nnn(CC(=O)c3ccc4c(c3)OCCO4)n2)cc1
 : 8	3	-7	-6	1.1	0.032	-4	-5	-1
- Cc1ccc(CSCCNS(C)(=O)=O)cc1
 : 4	-6	-4	-2	0.8	0.28	-2	21	-8
- CC(C)COC(=O)NCC12C=CC(O1)C1C(=O)N(c3ccc(Cl)cc3)C(=O)C12 (centres undefined)
 : /	/	/	/	1	-0.092	7	-3	-6
- O=C(c1ccco1)N1CCN(Cc2cccc(F)c2)CC1
 : 1	-8	1	-4	0.6	0.013	-1	43	0
- N/C(=N\OC(=O)CCCN1C(=O)c2ccccc2C1=O)c1ccc(Br)cc1
 : 5	8	-3	-2	/	-0.37	/	/	/
- O=C(c1ccco1)N1CCN(c2ncnc3c2nnn3Cc2ccccc2Cl)CC1
 : -13	-16	18	-11	/	3.2	/	/	/
- COc1ccc2c(c1)OCC1=C2CCC2(C)C(=O)CC=C12 (centres undefined)
 : -2	10	5	-12	0.6	/	4	42	0

Source: PubChem
